# dFosB activator: enhances mouse delta FosB homodimer DNA binding | P13346 | purified delta FosB, TAMRA-CDK5 oligo fluorescence polarization; percent of positive-control signal above neutral wells | activation, % at 25 µM | hit rate 0.99% among 340,000;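 active = mean activation above about 17%, with every replicate also reaching it, limit read from the data, passing the limit was not always enough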;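 also: fluorescence polarization rise as delta FosB binds a TAMRA Cdk5 AP-1 oligo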
# MITF TRPM1 HTS: MITF TRPM1 promoter activation in melanoma cells. SK-MEL-5 TRPM1-promoter luciferase, 24 h; % of positive control, neutral wells = 0. hit rate 0.75% among 300,000. activation, % at 12.5 µM;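 active = mean activation of at least 80% with every replicate also reaching 80%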;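 also: 0% = neutral control wells and 100% = parthenolide positive control wells; values of inactives mirror those of a sister screen read the other way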
# PvdQ acylase: P. aeruginosa PvdQ acylase inhibition; hit rate 0.063% among 340,000; AID 488965; inhibition, % at 10 µM; purified PvdQ acylase, fluorescence plate reader; in the data active = inhibition above about 30%, passing the limit was not always enough;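 also: 0% = vehicle neutral wells and 100% = reference inhibitor wells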
# CDK5 p35 inh: CDK5/p35 (human) kinase inhibition. inhibition, % at 10 µM. AID 488839. hit rate 0.01% among 330,000. Recombinant CDK5/p35, ADP-Glo luminescence, 60 min. Q00535+Q15078;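 active = highest replicate inhibition of at least 50% and at least 75% of replicates reaching 50%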;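 also: plate controls were DMSO neutral control for no effect and GW8510 at 10 µM for full effect; many of its hits are not listed in these tables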
# V-ATPase pHluor: alters yeast V-ATPase proton transport; S. cerevisiae, pHLuorin cytosolic pH fluorescence; response, % at 10 µM; hit rate 0.37% among 350,000; in the data active = response mostly above about 7.3%, no sharp cut-off; inactive = mostly below about 5.4%; also: actives read high; inactives centre near 0; some compounds called inactive have numbers as strong as hits; reference of the scale not given here
# HTR5A inv ag: HTR5A inverse agonism, opioid heterodimer counter-screen. P47898. HTR5A cell line, luminescence. inhibition, % at 9.3 µM. hit rate 0.083% among 340,000; in the data active = inhibition mostly above about 23%, no sharp cut-off; inactive = mostly below about 18%;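 also: 0% = cells with DMSO and 100% = no-cell wells with DMSO; some compounds called inactive have numbers as strong as hits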
# NSD2 HMT inh: blocks human histone methyltransferase NSD2. O96028. NSD2 peptide methylation, AlphaScreen, 120 min. inhibition, % at 12.5 µM. hit rate 0.54% among 310,000; in the data active = inhibition above about 50%
# Target sequence (O96028 whole entry, looked up): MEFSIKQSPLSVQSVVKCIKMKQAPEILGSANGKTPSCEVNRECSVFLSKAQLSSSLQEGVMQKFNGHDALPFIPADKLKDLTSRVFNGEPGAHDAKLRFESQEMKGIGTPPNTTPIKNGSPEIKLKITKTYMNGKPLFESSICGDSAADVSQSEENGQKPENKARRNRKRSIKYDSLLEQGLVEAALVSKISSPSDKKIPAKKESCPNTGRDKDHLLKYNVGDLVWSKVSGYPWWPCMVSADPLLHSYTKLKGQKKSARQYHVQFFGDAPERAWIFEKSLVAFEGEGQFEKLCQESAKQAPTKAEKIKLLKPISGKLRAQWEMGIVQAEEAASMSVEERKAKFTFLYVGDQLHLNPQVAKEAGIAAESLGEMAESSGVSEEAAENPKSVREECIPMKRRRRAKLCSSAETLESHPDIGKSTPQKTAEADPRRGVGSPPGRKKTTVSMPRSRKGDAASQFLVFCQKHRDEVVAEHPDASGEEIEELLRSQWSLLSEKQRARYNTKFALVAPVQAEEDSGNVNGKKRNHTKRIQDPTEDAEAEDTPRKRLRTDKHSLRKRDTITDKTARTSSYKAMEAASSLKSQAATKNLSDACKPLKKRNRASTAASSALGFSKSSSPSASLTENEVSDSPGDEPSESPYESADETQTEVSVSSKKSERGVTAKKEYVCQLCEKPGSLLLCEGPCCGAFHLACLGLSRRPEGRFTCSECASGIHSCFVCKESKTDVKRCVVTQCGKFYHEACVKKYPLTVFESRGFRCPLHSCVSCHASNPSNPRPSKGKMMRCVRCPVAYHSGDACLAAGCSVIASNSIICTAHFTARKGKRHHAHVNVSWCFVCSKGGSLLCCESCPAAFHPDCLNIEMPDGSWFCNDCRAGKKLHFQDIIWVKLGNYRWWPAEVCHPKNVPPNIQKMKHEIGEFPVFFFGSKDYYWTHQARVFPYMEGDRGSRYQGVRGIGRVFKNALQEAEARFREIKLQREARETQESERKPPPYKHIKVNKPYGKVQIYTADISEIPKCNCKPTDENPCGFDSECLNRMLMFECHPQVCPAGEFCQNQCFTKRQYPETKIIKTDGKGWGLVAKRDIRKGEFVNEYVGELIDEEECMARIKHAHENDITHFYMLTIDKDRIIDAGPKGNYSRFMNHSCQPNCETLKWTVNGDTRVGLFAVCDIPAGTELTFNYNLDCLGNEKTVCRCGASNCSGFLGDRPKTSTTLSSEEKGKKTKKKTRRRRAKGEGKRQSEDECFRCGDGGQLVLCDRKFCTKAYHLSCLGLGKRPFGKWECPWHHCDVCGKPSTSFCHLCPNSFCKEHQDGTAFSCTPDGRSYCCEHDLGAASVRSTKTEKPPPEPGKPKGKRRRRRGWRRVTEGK
# SR-BI DiI inh: inhibitors of mouse SR-BI mediated HDL lipid uptake; Q61009; hit rate 0.96% among 320,000; ldlA[mSR-BI] CHO cells, DiI-HDL uptake fluorescence, 3 h; inhibition, % at 12.5 µM;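 active = mean replicate inhibition of at least 70% and a set share of replicates each scoring 70 or more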;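 also: 0% = median of neutral control wells and 100% = median of positive control wells; values of inactives mirror those of a sister screen read the other way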
# Wnt bcat act: activates Wnt/beta-catenin signaling in a reporter cell assay; hit rate 1.2% among 300,000; activation, % at 9.35 µM; activator, plate reader; in the data active = activation above about 30%, passing the limit was not always enough;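 also: 0% = neutral control wells and 100% = positive control wells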
# HTR5A ag ctr: activates human HTR5A in OPRM1-OPRD1 agonist counter-screen; P47898; HTR5A agonist assay, luminescence, cell-based; activation, % at 9.3 µM; hit rate 0.61% among 340,000; AID 504692; in the data active = activation mostly above about 9.5%, no sharp cut-off; inactive = mostly below about 7.6%;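 also: 0% = cells with vehicle only and 100% = reference agonist; strong numbers were not always called active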
# * hit, by the source's call; . = not tested or not shown.
SMILES,dFosB activator,MITF TRPM1 HTS,PvdQ acylase,CDK5 p35 inh,V-ATPase pHluor,HTR5A inv ag,NSD2 HMT inh,SR-BI DiI inh,Wnt bcat act,HTR5A ag ctr
COc1ccc(S(=O)(=O)N2CCN(c3ccc(F)cc3)CC2)cc1C(=O)N1CCOCC1,-5,-3,16,-0.6,-3,8,11,-12,-1,-3
N#Cc1ccc(N2Cc3ccccc3C2=NC(=O)c2cccnc2Cl)cc1,-7,32,8,1.1,-3,-7,-4,9,14,1
CCOc1ccc(NC(=O)Cn2cc(C(C)=O)c3ccccc32)cc1,-3,-9,-10,2.3,-2,-2,0,12,0,1
Cc1ccccc1C(=O)NNC(=O)CSc1nc(-c2ccccc2)cc(=O)[nH]1,40*,0,1,1.4,0,-4,4,-3,2,1
CC(=O)c1cnn(-c2cc(Oc3ccc(F)cc3)ncn2)c1C,3,9,3,1.3,3,3,10,-10,1,-1
CCc1cc2ccc(OC)cc2nc1SCC(=O)Nc1cc(C)on1,111*,-11,-17,0.9,2,-23,1,18,-1,1
Cc1ccc(C(=O)NCCNC(=O)c2ccc(C)o2)o1,-1,-3,0,0.3,-1,-6,29,-1,2,0
CC(=O)OCC(=O)[C@H]1CC[C@H]2[C@@H]3CC=C4C[C@@H](O)CC[C@]4(C)[C@H]3CC[C@]12C,3,12,-18,0.3,6,-6,.,-5,0,4
COC(C(=O)NCc1ccc(C)cc1)c1ccccc1 (stereo not drawn),-7,0,-1,-0.5,-1,-2,-4,-4,-4,1
O=C(COC(=O)c1ccc2[nH]c3c(c2c1)CCCC3)NC1CCS(=O)(=O)C1 (stereo not drawn),-4,-5,-18,-1.7,0,0,1,5,-2,0
CNC(=O)c1cc(C(=O)c2c(Cl)cccc2Cl)c[nH]1,2,7,2,4.2,-2,-1,-1,-10,-6,0
Cc1ccc(S(=O)(=O)N2CCN(S(C)(=O)=O)C2)cc1,0,4,9,3.6,6,-31,1,-18,-3,12
CNC(=O)COc1ccccc1C(=O)Nc1ccc2c(c1)oc1ccccc12,-3,19,7,7.6,4,-1,0,59,.,3
CC1=NN(CCC#N)C(=O)/C1=C/c1ccc(N(C)C)cc1,-13,-4,4,0.9,0,-24,9,-22,1,-3
CCCS(=O)(=O)c1nc(S(=O)(=O)c2ccc(C)cc2)c(N2CCN(CC)CC2)s1,-6,-26,2,.,0,9,8,-7,-6,-1
O=C(c1ccc2c(c1)OCO2)C1CCCN(Cc2cn[nH]c2-c2cccc(F)c2)C1 (stereo not drawn),-4,4,20,4.0,-1,12,3,-13,-1,1
COC(=O)C1=CN(c2ccc(OC)cc2)C=C(C(=O)OC)C1c1ccc([N+](=O)[O-])cc1,-4,-4,9,1.1,-7,-8,1,34,-3,0
CCOc1ccc(C(=O)Nc2cccc(-c3cc4ccccc4oc3=O)c2)cc1[N+](=O)[O-],5,-11,6,0.7,-1,-14,-2,80*,0,0
Cc1cc(N2CCCC2)nc(SCC(=O)c2ccccc2)n1,5,42,-2,1.4,-2,1,-5,16,7,-1
CC1CC(NC(=O)N(C)C)N(C)C(=O)N1 (stereo not drawn),-2,-1,6,0.6,-2,11,-2,-3,-1,0
CC(=O)N1CCc2cc(S(=O)(=O)N3CCc4ccccc4C3)ccc21,0,.,1,0.3,-5,-9,-4,-11,.,2
CCCS(=O)(=O)N1CCN(C(=O)c2cccs2)CC1,6,-6,-12,-6.2,1,-3,0,-27,.,1
COc1ccc(NC(=O)COC(=O)C2CC2)c(OC)c1,-3,13,-7,-0.9,-2,24,-2,-7,0,-9
CCn1c(C)nc2cc(C(=O)N/N=C/c3cccc(OC)c3O)ccc21,22*,-21,6,-7.8,-4,-20,0,66,-2,7
Cc1ccc(NC2CCCN(C(=O)CCN3CCOCC3)C2)cc1C (stereo not drawn),-5,3,-15,0.8,5,1,1,-32,2,5
COc1cccc(NC(=S)NCc2ccco2)c1,5,3,-13,-1.4,2,-8,3,21,.,2
Cc1c(C(=O)Nc2ccc3c(c2)OCCO3)oc2ccc(Br)cc12,-1,50,18,-0.1,-2,-13,-2,1,9,5
COc1cc(/C=C2\SC(=O)N(CC(=O)Nc3cccc(C)c3)C2=O)ccc1OC(C)C(=O)O (stereo not drawn),1,.,-1,3.4,2,-6,1,30,0,6
O=C(c1ccc(O)cc1)c1ccc(C(=O)O)c(C(=O)O)c1,2,.,-6,-0.2,0,8,4,-22,-4,-3
CCN(c1ccc(OCC(=O)OCC(=O)c2c(N)n(C)c(=O)n(C)c2=O)cc1)S(=O)(=O)c1ccccc1,-13,-4,-7,-1.1,0,-13,-1,.,8,3
CC(C)NC(=O)Cn1cc(S(=O)(=O)N2CCCC2)c(S(=O)(=O)N2CCCC2)c1,-1,9,8,-2.0,4,-16,-1,-13,3,4
CCOC(=O)C1=C(C)N=c2s/c(=C/c3cccc([N+](=O)[O-])c3O)c(=O)n2C1c1cc(OC)c(OC)c(OC)c1 (stereo not drawn),-6,-12,-3,4.3,0,4,49,-4,2,-1
CCC(=O)NC(=S)NNC(=O)c1ccc(NC(=O)c2ccccc2)cc1,-2,-12,1,0.1,-1,-10,-12,24,0,5
CC(C)(C)c1ccc(S(=O)(=O)NCC(=O)N2CCN(Cc3ccccc3)CC2)cc1,-9,4,-8,0.8,3,-10,-2,-21,2,-1
CCC1=Nc2cc(C(=O)NCc3ccco3)ccc2Sc2ccc(Cl)cc21,-12,-31,-13,0.7,-2,14,0,9,-21,5
CC1=NN2C(=N)/C(=C\c3ccc(SCc4ccccc4)o3)C(=O)N=C2S1,5,-3,-15,0.0,-2,-11,7,-31,.,4
O=[N+]([O-])c1ccc(N2CCN(CCOCCO)CC2)c([N+](=O)[O-])c1,5,2,8,0.7,0,3,-1,-47,-1,2
Cc1nn(-c2ccccc2)c(C)c1CN(C)C(=O)c1ccc(S(=O)(=O)NCc2ccco2)cc1,-9,-1,-4,-0.5,1,-15,2,64,1,6
CC(=O)Nc1ccc(Br)c2ccccc12,1,3,-12,-1.0,0,5,-3,-30,27,-2
Cc1cc(OCc2nn[nH]n2)c2c(C)c(CC(=O)O)c(=O)oc2c1,-4,.,1,-1.0,-2,6,1,0,-1,3

# Ordered by value in V-ATPase pHluor (largest number first): four of the compounds above
structure	V-ATPase pHluor
CCCS(=O)(=O)N1CCN(C(=O)c2cccs2)CC1	1
CCC(=O)NC(=S)NNC(=O)c1ccc(NC(=O)c2ccccc2)cc1	-1
CCC1=Nc2cc(C(=O)NCc3ccco3)ccc2Sc2ccc(Cl)cc21	-2
CC(=O)N1CCc2cc(S(=O)(=O)N3CCc4ccccc4C3)ccc21	-5

# Going on with the list.
SMILES,dFosB activator,MITF TRPM1 HTS,PvdQ acylase,CDK5 p35 inh,V-ATPase pHluor,HTR5A inv ag,NSD2 HMT inh,SR-BI DiI inh,Wnt bcat act,HTR5A ag ctr
CCN1CCN(C(=O)c2ccccc2NC(=O)c2ccc(Cl)cc2)CC1,-5,7,-8,1.4,-1,-9,2,-5,0,6
NC(=O)CC[C@H](NC(=O)[C@H](Cc1ccccc1)n1c(=O)[nH]c2ccccc2c1=O)C(=O)N1CCC[C@H]1C(=O)O,7,7,-3,-0.4,-1,1,.,-22,-2,-3
N/C(=N\OC(=O)c1ccco1)c1cccc(Br)c1,-9,56,28,-0.8,-7,0,-1,-2,50*,2
CN(CC(=O)Nc1ccc(Cl)cc1)C(=O)CNC(=O)Cc1cccc2ccccc12,-9,3,5,-0.5,-1,-10,31,30,-1,4
CCOC(=O)C1(C(=O)OCC)NC(=O)CC1CC(C)C (stereo not drawn),-3,4,-12,0.7,6,11,-11,-2,1,-3
NC(=O)c1ccc(N=Cc2ccc([N+](=O)[O-])s2)cc1,-10,-51,12,-0.7,113*,-2,27,3,-1,-3
CCCC(=O)NCCc1nc2ccccc2n1C,-2,1,-15,2.7,2,-22,5,-9,1,-1
C/C=C(\C)CN1CCCC(CO)(Cc2ccccc2)C1 (stereo not drawn),-12,4,1,-3.2,0,5,-2,-6,-1,3
Cc1ccc2nc(SCC(=O)Nc3ccc(F)cc3F)[nH]c2c1,-4,16,0,-2.4,-1,-2,-6,23,2,1
CS(=O)(=O)NCCSCc1c(Cl)cccc1Cl,2,6,-2,2.3,2,4,-7,13,-4,1
O=C(CCc1nc2ccccc2c(=O)[nH]1)OCc1ccc(-c2ccccc2)cc1,-31,-12,-11,-2.3,2,-4,.,-1,-2,3
OCC1(Cc2ccccc2)CCN(Cc2cnc(-c3ccc(Cl)cc3)nc2)CC1,-8,4,-9,0.1,4,-19,1,-2,4,7
COCCNC(=O)CN(C(=O)CCC(=O)Nc1ccccn1)c1ccc(OC)cc1,-4,15,-11,3.4,-5,-18,-3,-2,2,7
O=[N+]([O-])c1ncn(Cc2c(Cl)cccc2Cl)n1,6,-12,-12,-2.4,0,-10,-2,-16,-3,4
CCCCCCc1nc2c(=O)[nH]c3ccccc3c2o1,-4,.,-6,0.0,-2,-14,.,2,0,1
O=C(c1cc(N2CCOCC2)c(F)cc1[N+](=O)[O-])N1CCOCC1,0,6,9,2.2,7,10,-1,-11,6,-3
O=C(CN1CCN(Cc2ccccc2Cl)C1=O)NCc1ccco1,0,.,-13,0.8,-1,5,.,28,1,0
Cc1nnc(SCC(=O)N/N=C/c2cn(-c3ccccc3)nc2-c2ccccc2)n1-c1ccccc1,-12,28,-15,0.1,1,-7,-2,23,.,3
Cc1cc(C(=O)CSCCCn2c(=O)[nH]c3ccccc32)c(C)n1C,-9,-4,-1,1.3,0,-3,0,3,.,1
O=C(Nc1ccccc1)[C@@H]1CC=C[C@@H]2CCN(Cc3ccccc3)C(=O)[C@@H]21,8,10,-10,-3.3,-3,-10,.,-25,0,-2
COC(=O)c1ccc(-c2c(-c3ccccc3)ncc3cc(OC)c(OC)cc23)cc1,-7,-4,16,1.9,0,-21,.,-8,5,10
O=C(Nc1ccc(S(=O)(=O)Nc2ccccc2)cc1)c1ccc(CN2CCOCC2)cc1,-3,-29,-10,0.0,3,-18,-2,16,-3,7
CC/C(C)=C1\SC(N2CCN(c3cccc(C(F)(F)F)c3)CC2)=NC1=O,1,.,-9,-0.1,-2,-38,0,26,.,14
CCOC(=O)CS(=O)(=O)c1ccc(O)cc1,2,5,5,2.4,-3,-9,16,8,-1,3
O=C(O)Cn1nnnc1SCC(=O)Nc1ccc(F)cc1F,-8,0,-7,-3.8,-2,1,0,-16,0,5
CN(C)c1ccc(C(=O)Nc2cccc(S(=O)(=O)NC3=NCCCCC3)c2)cc1,-2,9,2,0.7,-2,4,1,57,-3,-2
Cc1c(C(=O)N(Cc2nccn2C)C(C)C)oc2c(F)cccc12,1,-2,-9,1.7,-1,0,1,-9,2,-1
CN(C(=O)c1cccc(NC(=O)Cc2ccc([N+](=O)[O-])cc2)c1)C1CC1,-2,0,-5,0.7,5,-32,.,3,-2,1
COC(=O)c1ccc(CSc2ccc3nnc(-c4ccccn4)n3n2)o1,-11,.,-7,-3.0,-4,-12,.,-10,0,4
CCN(CC)C(=O)CSc1nnc([C@@H](N)Cc2ccccc2)o1,-10,6,8,0.0,3,-14,0,-2,.,7
CCCOC1CCCN(C(=O)CCCn2nnnc2CN2CCOCC2)C1 (stereo not drawn),1,-1,3,-0.8,-1,-11,-1,-26,1,-4
Cc1ccccc1-n1c(SCC(=O)NCc2cccs2)nc2ccccc2c1=O,1,9,-7,1.4,1,3,-1,-17,.,0

# High-throughput results (PubChem BioAssay)
